Pf apPOL block: Pf-apPOL DNA polymerase inhibition | Recombinant Pf-apPOL, molecular beacon fluorescence, 1.5 h | inhibition, % at 10 µM | 210,000 compounds, 0.25% hits | AID 1794808
mHTT-CaM PPI inh: inhibitors of human mutant huntingtin-calmodulin interaction. P42858. inhibition, % at 15 µM. AlphaScreen His-mHTT/GST-CaM binding, luminescence. 190,000 compounds, 3.6% hits. AID 1671202;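 further: 0% = both proteins with DMSO and 100% = one protein alone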
Target sequence (P42858 whole entry, looked up, stated change not applied): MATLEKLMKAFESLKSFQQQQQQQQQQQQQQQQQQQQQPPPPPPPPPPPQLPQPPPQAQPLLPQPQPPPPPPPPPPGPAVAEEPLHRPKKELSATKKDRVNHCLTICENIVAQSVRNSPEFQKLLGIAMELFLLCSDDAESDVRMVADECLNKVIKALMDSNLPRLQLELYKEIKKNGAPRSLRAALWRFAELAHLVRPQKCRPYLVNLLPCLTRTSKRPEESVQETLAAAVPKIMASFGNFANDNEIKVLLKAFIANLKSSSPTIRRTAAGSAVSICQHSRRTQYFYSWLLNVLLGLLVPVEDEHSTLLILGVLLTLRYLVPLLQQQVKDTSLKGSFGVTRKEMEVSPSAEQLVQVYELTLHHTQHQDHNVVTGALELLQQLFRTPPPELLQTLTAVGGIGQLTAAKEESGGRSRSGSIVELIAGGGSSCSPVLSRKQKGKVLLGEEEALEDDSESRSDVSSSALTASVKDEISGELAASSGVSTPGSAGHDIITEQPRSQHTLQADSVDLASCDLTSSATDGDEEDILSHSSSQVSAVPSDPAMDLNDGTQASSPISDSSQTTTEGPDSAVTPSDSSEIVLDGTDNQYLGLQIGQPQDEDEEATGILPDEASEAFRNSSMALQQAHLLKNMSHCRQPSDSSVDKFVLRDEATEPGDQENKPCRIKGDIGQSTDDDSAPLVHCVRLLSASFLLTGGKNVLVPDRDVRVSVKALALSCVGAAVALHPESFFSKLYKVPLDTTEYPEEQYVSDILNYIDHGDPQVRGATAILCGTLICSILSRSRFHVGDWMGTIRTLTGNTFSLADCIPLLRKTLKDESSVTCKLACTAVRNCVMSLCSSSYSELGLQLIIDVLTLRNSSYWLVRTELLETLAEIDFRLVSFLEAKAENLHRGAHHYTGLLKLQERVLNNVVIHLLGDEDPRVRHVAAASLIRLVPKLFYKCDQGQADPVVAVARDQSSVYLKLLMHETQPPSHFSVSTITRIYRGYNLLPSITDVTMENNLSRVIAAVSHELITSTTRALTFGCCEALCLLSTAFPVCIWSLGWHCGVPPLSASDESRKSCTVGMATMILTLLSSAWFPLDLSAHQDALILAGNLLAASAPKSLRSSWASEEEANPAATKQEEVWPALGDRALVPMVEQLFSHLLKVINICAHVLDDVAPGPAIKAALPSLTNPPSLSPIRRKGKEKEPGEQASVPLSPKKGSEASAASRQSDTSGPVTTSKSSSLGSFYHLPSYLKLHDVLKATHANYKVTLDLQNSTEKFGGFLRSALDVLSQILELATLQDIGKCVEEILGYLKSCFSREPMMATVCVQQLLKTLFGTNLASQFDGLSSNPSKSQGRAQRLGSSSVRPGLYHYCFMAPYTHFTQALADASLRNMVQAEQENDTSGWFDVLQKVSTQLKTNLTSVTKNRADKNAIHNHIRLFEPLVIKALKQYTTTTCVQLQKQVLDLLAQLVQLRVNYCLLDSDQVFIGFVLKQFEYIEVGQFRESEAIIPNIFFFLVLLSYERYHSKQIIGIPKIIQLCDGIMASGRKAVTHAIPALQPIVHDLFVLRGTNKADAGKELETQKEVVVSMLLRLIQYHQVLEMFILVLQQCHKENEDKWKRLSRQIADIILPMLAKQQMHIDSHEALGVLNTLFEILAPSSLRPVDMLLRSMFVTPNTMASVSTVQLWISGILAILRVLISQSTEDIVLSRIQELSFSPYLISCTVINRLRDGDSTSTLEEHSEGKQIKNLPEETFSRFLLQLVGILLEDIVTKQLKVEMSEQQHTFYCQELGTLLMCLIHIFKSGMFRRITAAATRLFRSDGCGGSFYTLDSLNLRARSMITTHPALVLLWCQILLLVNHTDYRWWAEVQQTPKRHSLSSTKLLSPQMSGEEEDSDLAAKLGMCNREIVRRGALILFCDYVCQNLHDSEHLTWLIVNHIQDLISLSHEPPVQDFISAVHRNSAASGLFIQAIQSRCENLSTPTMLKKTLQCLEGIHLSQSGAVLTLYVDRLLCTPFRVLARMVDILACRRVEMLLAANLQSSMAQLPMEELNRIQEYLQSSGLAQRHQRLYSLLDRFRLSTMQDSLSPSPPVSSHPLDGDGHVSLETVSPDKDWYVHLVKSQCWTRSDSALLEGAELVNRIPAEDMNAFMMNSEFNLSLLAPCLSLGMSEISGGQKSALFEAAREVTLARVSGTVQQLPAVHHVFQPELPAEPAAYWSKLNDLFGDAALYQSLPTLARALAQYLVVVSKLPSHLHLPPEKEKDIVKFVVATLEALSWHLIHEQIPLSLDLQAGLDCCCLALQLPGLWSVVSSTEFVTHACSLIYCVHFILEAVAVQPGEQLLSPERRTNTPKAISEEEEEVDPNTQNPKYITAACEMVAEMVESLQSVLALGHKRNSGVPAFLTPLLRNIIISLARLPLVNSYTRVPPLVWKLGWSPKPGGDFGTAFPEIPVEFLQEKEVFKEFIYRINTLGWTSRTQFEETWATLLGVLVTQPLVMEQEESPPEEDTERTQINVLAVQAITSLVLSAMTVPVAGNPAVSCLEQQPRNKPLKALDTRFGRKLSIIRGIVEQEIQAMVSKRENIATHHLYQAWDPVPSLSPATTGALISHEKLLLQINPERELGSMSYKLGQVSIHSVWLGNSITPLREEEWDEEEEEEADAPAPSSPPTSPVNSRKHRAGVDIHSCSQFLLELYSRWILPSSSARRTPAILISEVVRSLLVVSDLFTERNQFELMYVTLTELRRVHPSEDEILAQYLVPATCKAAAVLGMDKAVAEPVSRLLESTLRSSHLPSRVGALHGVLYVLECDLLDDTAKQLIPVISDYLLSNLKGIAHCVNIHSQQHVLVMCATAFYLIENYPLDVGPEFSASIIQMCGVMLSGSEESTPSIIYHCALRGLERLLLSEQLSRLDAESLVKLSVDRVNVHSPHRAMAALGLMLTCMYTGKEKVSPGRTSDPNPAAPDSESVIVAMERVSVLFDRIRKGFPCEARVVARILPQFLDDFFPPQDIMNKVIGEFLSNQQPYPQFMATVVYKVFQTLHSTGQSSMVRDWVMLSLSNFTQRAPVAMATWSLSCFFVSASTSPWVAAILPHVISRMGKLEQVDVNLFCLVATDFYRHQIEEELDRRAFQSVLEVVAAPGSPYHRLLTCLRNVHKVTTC
Active calls of the source: *; . = not tested or not shown; & = joins results of further samples. No stated cut-off is given here; in the data, active means inhibition above about 50%; inactive means the rest.

SMILES	Pf apPOL block	mHTT-CaM PPI inh
Cc1nc(NCCc2ccccc2Cl)c2c(C)c(C)sc2n1	0	-3
COc1ccc(NC(=O)c2c(F)cccc2F)c([N+](=O)[O-])c1	-4&-1	-8&6
O=C1c2ccccc2C(=O)N1CN1CCN(Cc2ccc3c(c2)OCO3)CC1	-7	-1
COc1ccccc1-c1coc2cc(OC(=O)C(C)(C)C)ccc2c1=O	-5	-4
CCc1ccc(NC(=O)Cn2c(=O)n(-c3ccccc3)c(=O)c3sccc32)cc1	-1	5
CSc1cccc(-n2cc(-c3ccc4c(c3)OCO4)[nH]c2=O)c1	-5	31
CC(C)(C)CC(=O)N1CCN(Cc2noc(-c3cccc(F)c3)n2)CC1	-3	-1
CN(C)c1ccc(C(=O)NC2CCN(c3ccc(F)cc3)C2=O)cc1 (centres undefined)	-3	-2
O=C(NCc1ccccc1)C1CCC(C(=O)NCc2ccccc2)N1 (centres undefined)	1	.
O=C(Nc1c2c(nn1-c1cccc(Cl)c1)CSC2)C1CC1	-5	33
CCCN1C(=O)c2ccccc2CC1(C)C(=O)NC1CCCCCCC1 (centres undefined)	1	-10
Cc1cccc(NS(=O)(=O)c2cc(C(C)(C)C)c(F)c(C(C)(C)C)c2)n1	1	-5
Cc1ccc(OCC(=O)N2CCN(c3ccccc3)CC2)cc1	-8	-3
CCOc1cc(C2C=C(c3ccc(OC)cc3)Nc3nnnn32)ccc1OC(F)F (centres undefined)	4	5
Cc1cc(C)nc(SCC2COc3ccccc3O2)n1 (centres undefined)	-3&-9	-9&-15
Cc1cccc(NC(=O)c2ccccc2I)c1C	4	-2
NC(=O)c1ccc(NC(=O)CSC2=Nc3ccccc3N=C(c3ccccn3)C2)cc1	-5	4
CS(=O)(=O)Oc1ccc2c(c1)OC(=Cc1cccc(F)c1)C2=O	-7	-4
Cc1ccc(NC(NC(=O)c2cccs2)C(=O)c2ccccc2)c(C)c1 (centres undefined)	-1	18
CCN(CC)c1cc(CNC(=O)Nc2ccccc2Cl)ccn1	2	8
Cc1nc(-c2ccncc2)nc2c1CCC(=O)N2CC1COCCO1 (centres undefined)	-4	5
Cc1ccc(C(=O)Nc2ccc3c(c2)nc(C)n3Cc2ccccc2)cc1	0	29
O=C(Nc1ccccc1C1CC1)c1cccs1	2	-4
CC(=O)N1CC(C(=O)NCC2CC2)CCC1c1ccc(F)cc1 (centres undefined)	-3	1
CC(=O)C1=C(C)OC(N)=C(C#N)C1c1ccc([N+](=O)[O-])cc1 (centres undefined)	-5	0
O=C(Cc1ccc(F)cc1)N1CCC(n2cnnc2-c2ccccc2)C1 (centres undefined)	-11	-3
CC1CCc2cc(F)cc3c(O)c(C(=O)NCc4ccccn4)c(=O)n1c23 (centres undefined)	-51	31
COc1cccc(NC(=O)c2c(OC)cccc2OC)c1	-2	47
Cc1cc(C(=O)NCc2ccccc2)nc2cc(-c3ccccn3)nn12	-3	-11
COc1ccc(CC(=O)N2CCCC2c2cc(C(C)C)on2)cc1OC (centres undefined)	0	13
CC(=O)Nc1ccc(S(=O)(=O)NNc2ncnc3sccc23)cc1	3&-6	.
CCOC(=O)COc1nc(C)cc(C(F)(F)F)c1C#N	-6&-2	.
CSc1nnc(SCc2csc(CS(=O)(=O)c3ccc(Cl)cc3)n2)s1	-12	.
COCCN(C(=O)Nc1ccccc1)C(C)c1cccnc1 (centres undefined)	-21	-2
Cn1ncc(N2CCCC(C(=O)NCCCN3CCCC3=O)C2)cc1=O (centres undefined)	-3	100*
CCC(=O)Nc1ccc(S(=O)(=O)Nc2nccc(/C=C/c3ccccc3Cl)n2)cc1	4	22
OC(COc1ccccc1)Cn1ccnc1 (centres undefined)	5	-4
COc1cccc(-c2nc(C3CCN(C(=O)c4ccc(C)cc4)CC3)no2)c1	3	13
COc1cc(C=Nc2ccc(Cl)cc2)ccc1OC(=O)c1ccccc1	1	.
COc1cccc(C2CC(c3cccs3)=NN2C(=O)CSC2CCCCC2)c1OC (centres undefined)	5	21
O=C1CSC(c2cc3c(cc2[N+](=O)[O-])OCO3)N1c1ccc(F)cc1 (centres undefined)	-4	9
NC(=O)C1CCN(CC(=O)Nc2ccc(F)cc2)CC1	-11	-6
COc1ccc(NC(=O)N2CCOc3ccccc32)cc1	-4	-1
CCC(=O)N1CCCC1c1nc2ccccc2n1CC(=O)N(CC)c1ccccc1 (centres undefined)	-8	-13
COc1ccc(OCCOc2ccc(C)cc2OC)cc1	-9	-1
CC(C)NC(=O)c1c(C(C)C)nn(-c2ccc(Cl)c(Cl)c2)c1C(C)C	-2	3
COc1ccc(CNC(=O)CCC(=O)N2CCCn3nc(C)cc32)cc1	-1	-3
CCNC(=O)c1nsc2ccc(C)cc12	-2	-3
O=[N+]([O-])c1cc(C(F)(F)F)cc([N+](=O)[O-])c1ON=C1CSCc2ccccc21	-7	.
CS(=O)(=O)c1nc(-c2ccc(Cl)cc2)cc(C(F)(F)F)n1	-5	5
Cc1ccc(C(=O)CSCC(=O)Nc2ccccc2)s1	9	1
COc1cc(Br)ccc1NC(=O)CSc1ccccn1	-11	-1
Cc1cc(NS(=O)(=O)c2ccc(NC(=O)c3ccncc3)cc2)nc(C)n1	2	3
CCOC1=CCC=C(OCC)c2c(C)oc(C)c21	-4	20
COc1ccc(OC)c(C(O)CN2CCN(c3cccc(C)c3C)CC2)c1 (centres undefined)	-3	9
CCNC(=O)Nc1cccnc1N1CCOCC1	-1	-5
Cc1ccc(C(C)C)c(OCC(=O)Nc2ccc(-c3nc4ncccc4o3)cc2)c1	3	1
Cc1ccc(-n2c(C)cc(C=C3C(=O)c4ccccc4C3=O)c2C)cc1[N+](=O)[O-]	1	7
Clc1ccc(-c2csc(N3CCCC3)n2)cc1	-9	-17
O=C(NC1CCCCCC1)C1CCCN(c2ncnc3c2nc2n3CCCCC2)C1 (centres undefined)	3	1

Other results follow.
SMILES	Pf apPOL block	mHTT-CaM PPI inh
CC(=O)Nc1ccc(N=Cc2c(C)[nH]c3ccccc23)cc1	1	5
O=[N+]([O-])c1ccc2[nH]c(=S)[nH]c2c1	.	4
Cc1ccc(Cl)cc1NC(=O)N1CCc2c(c(COCc3ccccc3)nn2C)C1	1	27
Cc1ccc(C)c(NC(=O)c2ccc(Cl)c(Cl)c2)c1	4	-8
CCCCCCCCCCCCOC1OC(CO)C(O)C(O)C1NC(C)=O (centres undefined)	-6	3
Cc1cc(C)cc(-n2cc3c(c2-c2ccccc2)c(=O)n(C)c(=O)n3C)c1	83*	36
CCOc1cc(C(=O)Nc2ccc(C)c(-c3nc4ncccc4o3)c2)cc(OCC)c1OCC	10	-1
O=C(c1cccc(F)c1)N1CCCC2(CC(c3ccc(Cl)cc3)=CO2)C1 (centres undefined)	-5	-4
CCC(=O)N1CCc2cc(Br)cc(S(=O)(=O)NC(C)C)c21	-6	-5
COc1cccc(CN2COc3ccc4c(c3C2)OC(=Cc2ccc(OC)c(OC)c2OC)C4=O)c1	-16	36
O=C1C2CC(Br)C(Br)CC2C(=O)N1CC1CCCO1 (centres undefined)	2	-1
COc1ccc(OCc2nc(CSc3cc(C)c(Cl)cc3C)cs2)cc1	-2	.
O=C(c1ccccc1C(F)(F)F)N1CCN=C1N1CCOCC1	0	-2
COc1ccccc1C(=O)Nc1nc2ccc(C)cc2s1	0	-7
COc1ccccc1N(C)c1cc2c(c3c1ccn3C)C1CCC2C1 (centres undefined)	2	83*
Cc1nc2c(C(=O)NCCc3ccccc3)cnn2c(C)c1Cc1cccc(Cl)c1	-8	78*
Cc1ccc(S(=O)(=O)NC(=O)NC(C)(C)C)cc1	8	0
O=C(NCc1ccc2c(c1)OCO2)c1cc2ccccc2s1	-8	.
CCC(=O)N1CCN(C(C(=O)Nc2ccc(F)cc2)C2CCCC2)CC1 (centres undefined)	-4	5
O=C(NCc1cccnc1)c1ccccc1Br	3	-2
O=C(/C=C/c1ccc2c(c1)OCO2)NCCc1ccccc1	-4	-5
c1ccc2sc(SCc3cn4cccnc4n3)nc2c1	4	-1
Cc1cc2c(N3CCC(C(=O)Nc4ccc(F)c(C)c4)CC3)nccc2s1	-1	0
COc1ccc(C2NC(=O)NC(C)=C2C(=O)Nc2ccc(C)c(Cl)c2)cc1OC (centres undefined)	0	54*
CCC(=O)NCCC1CCN(C(=O)c2ccc(F)cc2)CC1	-7	5
CC1(C)CC(=O)C2=C(C1)c1c(ccc3ncccc13)NC2c1cccc(O)c1 (centres undefined)	-2	1
COc1ccccc1-c1nc(C2CCN(C(=O)c3cc(C)cc(C)c3)CC2)no1	-4	-5
O=C(Nc1ccc([N+](=O)[O-])cc1)c1cc(S(=O)(=O)N2CCCCC2)ccc1Br	1	3
Cn1c(CC(=O)NCCO)c(Sc2ccccc2)c2ccccc21	-7	18
O=C(Nc1ccc2c(c1)C(=O)N1CCCCC1CCO2)c1ccc2nsnc2c1 (centres undefined)	3	-8
Cc1cccc(N2CCN(C(=O)c3ccc4c(c3)OCO4)C(C)C2=O)c1 (centres undefined)	2	-5
COC(=O)Nc1no[n+]([O-])c1NC(=O)OC	.	-7
Cc1ccc(Nc2c(-c3ccc(N(C)C)cc3)nc3cc(C)ccn23)cc1	-4	20
O=c1cc(CN2CCOCC2)nc(-c2ccccc2)[nH]1	-2	-5
C=CCSc1nc(-c2ccccc2)c(-c2ccccc2)[nH]1	-2&-5	.
O=C(Nc1ccc(Br)cc1F)c1cc(S(=O)(=O)N2CCCCC2)ccc1F	-3	-4
CCOC(=O)C1=C(C)NC(C)=C(C(=O)OCC)C1C(=O)O	.	-10
OC[C@@H]1[C@@H](c2ccc(F)cc2)C(c2ccc(F)cc2)=NN1c1ccccc1	-6	89*
CCCOc1ccc(/C=c2\sc3nc(=O)c(-c4ccccc4)nn3c2=O)cc1	3	1
O=S(=O)(CCSc1nccc(-c2ccc(Cl)cc2)n1)c1ccccc1	-2	.

Molecules shown so far with a nitro group on carbon:
SMILES	Pf apPOL block	mHTT-CaM PPI inh
COc1ccc(NC(=O)c2c(F)cccc2F)c([N+](=O)[O-])c1	-4&-1	-8&6
CC(=O)C1=C(C)OC(N)=C(C#N)C1c1ccc([N+](=O)[O-])cc1 (centres undefined)	-5	0
O=C1CSC(c2cc3c(cc2[N+](=O)[O-])OCO3)N1c1ccc(F)cc1 (centres undefined)	-4	9
O=[N+]([O-])c1cc(C(F)(F)F)cc([N+](=O)[O-])c1ON=C1CSCc2ccccc21	-7	.
Cc1ccc(-n2c(C)cc(C=C3C(=O)c4ccccc4C3=O)c2C)cc1[N+](=O)[O-]	1	7
O=[N+]([O-])c1ccc2[nH]c(=S)[nH]c2c1	.	4
O=C(Nc1ccc([N+](=O)[O-])cc1)c1cc(S(=O)(=O)N2CCCCC2)ccc1Br	1	3

(list continues)
SMILES	Pf apPOL block	mHTT-CaM PPI inh
COc1ccc(-c2cc3nc4c(c(=O)n3[nH]2)CCN(C(=O)Nc2ccccc2Cl)C4)cc1	2	2
Cc1ccnc(SCC(=O)Nc2ccccc2)n1	-3	0
COC(=O)c1c(-c2ccccc2)csc1N	7	6
Cc1cc(C(=O)N2CCCC(c3nc(CCNC(=O)C(C)C)cs3)C2)no1 (centres undefined)	-1	-1
CCc1c(C2CCN(C(=O)c3ccc(C#N)cc3)CC2)noc1N	-3	3
Cc1ccc(N=C2SCC(=O)N2c2ccc(C)cc2)cc1	-1	-11
CC1CCCC(C)N1C(=O)CCN1C(=O)c2ccccc2C1=O (centres undefined)	-2	-6
CN(S(=O)(=O)c1ccc(F)cc1)S(=O)(=O)c1ccc(Cl)cc1	2	.
O=C(Nc1cccnc1)C1CCCCC1	-2	-1
COc1ccc(OC)c(NC(=O)C2=C(C)NC(=O)NC2c2cccc([N+](=O)[O-])c2)c1 (centres undefined)	-1	-1
COc1ccc2cc3cc(C(=O)NCc4cc(Br)ccc4OC)oc3nc2c1	2	-4
Cc1occc1C(=O)N1CCCN(C(=O)c2ccoc2C)CC1	2	8
O=C(CSc1nc(-c2ccccc2)cn1-c1ccccc1F)Nc1ccccc1	5	54*
Cc1c(CN2CCC(O)(c3ccccc3)C(N3CCCC3)C2)cnn1C (centres undefined)	-3	13
CC(C)CCNC(=O)c1ccc([N+](=O)[O-])cc1Cl	-3	-3
Cc1cccc(-c2noc(-c3ccc([N+](=O)[O-])cc3)n2)c1	7	0
COc1ccc(Nc2nnc(-c3ccc(C)c(S(N)(=O)=O)c3)c3ccccc23)cc1C(N)=O	-6	54*
CCn1cc2c3c(cccc31)CN(C(=O)Nc1ccccc1OC)CC2	-1	29
Cc1ccc(F)c(N2CCN(C(=O)c3cccc(Br)c3)C(C)C2=O)c1 (centres undefined)	-2	0
O=C(c1cccc(OCC2CCCN(C(=O)c3ccc(Cl)cc3)C2)c1)N1CCCCC1 (centres undefined)	-3	15
O=C1C(Nc2cc(F)cc(F)c2)=C(N2CCOCC2)C(=O)c2ccccc21	-8	19
COc1ccc(/C=C2\SC(=O)N(CN3CCCCC3)C2=O)c(OC)c1	-9	6
CC(CC#CCN1CCCC1)OC(C)(C)C (centres undefined)	2	-1

7 of these compounds in a different format.
| Structure | Pf apPOL block | mHTT-CaM PPI inh |
| --- | --- | --- |
| Cc1ccnc(SCC(=O)Nc2ccccc2)n1 | -3 | 0 |
| CC(CC#CCN1CCCC1)OC(C)(C)C (centres undefined) | 2 | -1 |
| CN(S(=O)(=O)c1ccc(F)cc1)S(=O)(=O)c1ccc(Cl)cc1 | 2 | . |
| COC(=O)c1c(-c2ccccc2)csc1N | 7 | 6 |
| Cc1occc1C(=O)N1CCCN(C(=O)c2ccoc2C)CC1 | 2 | 8 |
| COc1ccc(/C=C2\SC(=O)N(CN3CCCCC3)C2=O)c(OC)c1 | -9 | 6 |
| COc1ccc(-c2cc3nc4c(c(=O)n3[nH]2)CCN(C(=O)Nc2ccccc2Cl)C4)cc1 | 2 | 2 |

An excerpt; rates above refer to the full screens.
